DRD3 agonist – qHTS of D3 Dopamine Receptor Agonist: qHTS. max activation, %. 410,000 compounds, 0.58% hits. D(3) dopamine receptor (Homo sapiens), P35462. D3R DiscoveRx beta-arrestin cells, luminescence, 90 min; in the data active = max activation above about 30%; note: 0% is about no effect; mostly tested at two doses, the higher about 12 µM
Target sequence (P35462 whole entry, looked up): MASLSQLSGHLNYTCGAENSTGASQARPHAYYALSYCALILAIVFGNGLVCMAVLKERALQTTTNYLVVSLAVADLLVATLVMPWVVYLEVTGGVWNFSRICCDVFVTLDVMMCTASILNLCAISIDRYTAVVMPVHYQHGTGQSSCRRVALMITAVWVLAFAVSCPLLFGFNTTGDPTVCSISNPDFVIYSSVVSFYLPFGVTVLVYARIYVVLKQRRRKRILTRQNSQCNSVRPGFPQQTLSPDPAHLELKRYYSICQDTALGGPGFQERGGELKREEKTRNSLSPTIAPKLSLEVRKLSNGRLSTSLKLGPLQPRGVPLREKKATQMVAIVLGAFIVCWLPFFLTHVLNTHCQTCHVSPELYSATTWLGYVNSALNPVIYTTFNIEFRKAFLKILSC
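Cells at 1500/well, incubated overnight, then treated with pinned compounds (dopamine as control) for 90 min at 37 degrees C. DiscoveRx reagent added for 30 - 60 minutes at room temperature; luminescence read.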
EPAC2 agonist – qHTS for Agonist of cAMP-regulated guanine nucleotide exchange factor 4 (EPAC2): primary screen; EPAC2 activation, biochemical qHTS; response scale: 100% = 6.5 mM cAMP response; Potency, µM (highest dose often 154 µM), without a hit: top-dose activation, most hits filed as activators; 360,000 compounds, 0.079% hits; AID 720711, 2013; note: potency is the fitted concentration of half-maximal effect; nearly all actives have a fitted effect of over 50% in size
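Nucleotide exchange monitored as fluorescence drop when BODIPY-GDP leaves Rap1B. Reaction: 100 nM EPAC2, 250 nM RAP1B-BODIPY-GDP, 50 uM GDP, room temperature, kinetic read over 30 min. Activity expressed relative to 6.5 mM cAMP.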
TDP-43 yeast inh – qHTS of TDP-43 Inhibitors; TDP-43 expressing yeast growth rescue, BacTiter-Glo, 24 h; 410,000 compounds, 1.8% hits; Potency, µM (highest dose often 46.1 µM), for the others: top-dose growth rescue (activation), usual class: activators; note: potency is the fitted concentration of half-maximal effect; % of control where 0% means no effect; nearly all actives have a fitted effect of over 50% in size
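Luminescence from BacTiter-Glo reports growth of TDP-43-expressing yeast after 24 hr at 30 deg C with compound. Cells were raffinose-pregrown to mid-log, then seeded in galactose medium at OD600=0.02.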
FUS suppressor – qHTS for Suppressors of FUS Proteinopathy: Primary screen using FUS-linked yeast assay | 390,000 compounds, 0.24% hits | Potency, µM (titrated, usually from 76.6 µM), for inactives: top-dose growth rescue (activation), hits mostly activators | S. cerevisiae FUS-expressing, growth rescue, OD600, 24 h;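 note: potency is the fitted concentration of half-maximal effect; plate controls were DMSO vehicle for no effect and reference control for full effect; nearly all actives have a fitted effect of over 55% in size; some results filed as inactive show a strong effect at the top dose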
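Galactose (2%) drives FUS expression in yeast precultured in raffinose; seeding density OD 0.005. Test compounds incubated 24hr at 30C and 99% humidity before absorbance at 600 nm was measured.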
Abeta yeast res – qHTS for compounds that reverse cellular toxicity of Amyloid beta (A-beta) peptide in yeast: Primary Screen; yeast expressing A-beta42, growth rescue, OD600, 48 h; response scale: 0% DMSO, 100% iron-clioquinol control; Potency, µM (series often up to 46.1 µM), for the others: at the highest dose growth rescue, hits mostly activators; 410,000 compounds, 0.063% hits; note: potency is the fitted concentration of half-maximal effect; nearly all actives have a fitted effect of over 55% in size
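Growth rescue measured by 600 nm absorbance after 48 h yeast culture at 30 C with compound. Values normalized between DMSO and an equimolar ferric chloride plus clioquinol control.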
D3 antag – qHTS of D3 Dopamine Receptor Antagonist: qHTS; D(3) dopamine receptor (Homo sapiens), P35462; D3R cells, DiscoveRx beta-arrestin luminescence, antagonist mode; active compounds read low; max response, negative = inhibition, %; 360,000 compounds, 2.5% hits; AID 652054, 2013; in the data active = max response below about -50%; inconclusive = no clear call, values can overlap the other calls; note: % is set by controls: 0 for no effect and ±100 for the full control effect; mostly tested at two doses, the higher about 12 µM
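Cells plated overnight at 1500 cells/well, then exposed to library compounds with dopamine controls for 90 minutes at 37 degrees C. DiscoveRx reagent added for 30–60 minutes at room temperature; luminescence read, quantitative HTS format.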
EPAC2 antagonist – qHTS for Antagonist of cAMP-regulated guanine nucleotide exchange factor 2 (EPAC2): primary screen | Rap guanine nucleotide exchange factor 4 (Homo sapiens), Q8WZA2 | EPAC2 GEF exchange of Rap1B-BODIPY-GDP, fluorescence | Potency, µM (titrated, usually from 114 µM), inactives show at the highest dose activity, negative = inhibition, actives largely listed as inhibitors | 360,000 compounds, 0.18% hits | AID 720708, 2013; note: potency is the fitted concentration of half-maximal effect; % is set by controls: 0 for no effect and ±100 for the full control effect; nearly all actives have a fitted effect of over 45% in size; many of its hits are not listed in these tables
aSyn yeast inh – qHTS of alpha-syn Inhibitors; 370,000 compounds, 0.14% hits; Yeast expressing alpha-synuclein, growth rescue, BacTiter-Glo, 24 h; Potency, µM (titrated, usually from 46.1 µM), without a hit: at the top dose growth rescue (activation), actives largely listed as activators; note: potency is the fitted concentration of half-maximal effect; % of control where 0% means no effect; nearly all actives have a fitted effect of over 65% in size
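Galactose-induced alpha-syn yeast (OD600=0.02, raffinose-pregrown) + pinned cpd, 24 hr, 30 deg C; growth by BacTiter-Glo luminescence. Growth restoration scores as activation.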
An asterisk follows results filed as active; ? = inconclusive; . = no result given; [ ] = dose if it differs, or a comment. Unless noted, calls come from the whole dose curve; as a rule, active = well fitted curve in the direction sought with a large enough effect; inconclusive = small, poorly fitted or top-dose-only effect, or another doubt; inactive = no such curve, though single readings can be large; an effect the other way counts as inactive or inconclusive. The list is partial. The share of hits here may be higher or lower than overall.

SMILES	DRD3 agonist	EPAC2 agonist	TDP-43 yeast inh	FUS suppressor	Abeta yeast res	D3 antag	EPAC2 antagonist	aSyn yeast inh
Cc1ccc(-c2cc(C(F)F)nc3sc4c(=O)[nH]cnc4c23)cc1	4	4%	7%	-11%	-7%	-5	1%	-1%
O=C(COC(=O)/C=C/c1cccs1)Nc1nc(-c2cccc(Br)c2)cs1	-1	-3%	-3%	26%	2%	37	1%	-3%
Cc1ccc(S(=O)(=O)N(C)CC(=O)Nc2nc3ccccc3s2)cc1	-6	22%	?	21%	1%	32	-14%	12%
CCOc1ccc(NS(=O)(=O)c2ccc3c(c2)n(C)c(=O)n3C)cc1	1	9%	18%	-20%	-10%	5	-11%	-4%
O=C(COC(=O)c1ccccc1Cl)Nc1cccnc1Cl	-3	9%	13%	-23%	-4%	-6	9%	-6%
CC(C)c1ccccc1NC(=O)Cn1c(-c2ccccc2Cl)nc2ccccc21	-7	6%	-19%	30%	1%	-7	9%	-2%
O=C(COc1ccc(Cl)cc1)NCCN1CCCCC1	-10	15%	0%	-3%	4%	?	13%	0%
COc1ccc(CCNC(=O)CN(C2CCCCC2)S(C)(=O)=O)cc1OC	-5	-1%	-12%	4%	14%	9	5%	-1%
CCCCN(C=O)c1c(CC)nc2ccc(C(=O)NCCc3ccccn3)cn12	-23	12%	-4%	-22%	-20%	-17	20%	-15%
CCNc1nc(NC(C)CC)nc(Oc2ccc(=O)[nH]n2)n1 (stereo unspecified)	0	5%	-23%	-1%	-1%	11	22%	-3%

Two of these compounds in another layout:
Below each compound – DRD3 agonist | EPAC2 agonist | TDP-43 yeast inh | FUS suppressor | Abeta yeast res | D3 antag | EPAC2 antagonist | aSyn yeast inh
- O=C(COC(=O)/C=C/c1cccs1)Nc1nc(-c2cccc(Br)c2)cs1
→ -1 | -3% | -3% | 26% | 2% | 37 | 1% | -3%
- Cc1ccc(S(=O)(=O)N(C)CC(=O)Nc2nc3ccccc3s2)cc1
→ -6 | 22% | ? | 21% | 1% | 32 | -14% | 12%

Other entries follow.
SMILES	DRD3 agonist	EPAC2 agonist	TDP-43 yeast inh	FUS suppressor	Abeta yeast res	D3 antag	EPAC2 antagonist	aSyn yeast inh
O=C(CCN1N=C(c2ccccc2)CCC1=O)NC1CCCCC1	0	-1%	16%	-18%	14%	17	-6%	3%
COC(=O)C(CC(=O)CNC(=O)c1ccccc1)NC(=O)c1ccccc1 (stereo unspecified)	2	6%	-18%	-1%	0%	7	-4%	0%
CCCCC(=Nc1ccccc1OC)C1=C(O)CC(c2ccccc2)CC1=O (stereo unspecified)	7	-2%	23%	.	-8%	17	5%	17%
CC(C)COc1ccc(S(=O)(=O)NNC(=O)c2cc3ccccc3o2)cc1	4	7%	-13%	.	9%	36	-4%	?
CCOc1ccc(CCNC(=O)c2cc3c(-c4cccc(OC)c4)nn(C)c3s2)cc1OCC	16	.	30%	?	3%	.	.	.
CC1=NN(Cc2ccccc2)C(=O)C1C(c1ccncc1)C(C#N)C#N (stereo unspecified)	-3	6%	-1%	6%	5%	2	-1%	-8%
O=C(CCSc1nc(-c2ccco2)cc(C(F)(F)F)n1)NCc1ccccn1	-2	-2%	7%	11%	-6%	-9	3%	-6%
CSCCOC(=O)C1=C(C)NC(=O)NC1c1ccc2c(c1)OCO2 (stereo unspecified)	12	11%	7%	-6%	3%	8	-5%	-1%
Cc1nc(N)[nH]c(=O)c1CCCNS(=O)(=O)c1ccc([N+](=O)[O-])cc1	-5	3%	8%	4%	-4%	-27	1%	-5%
COc1ccc(NC(=O)c2cc(-c3ccc(C)cc3)on2)cc1OC	2	-1%	-10%	2%	-1%	6	-2%	-11%
O=C(Nc1ccc(Cl)cc1)N1N=CCC1c1ccccc1 (stereo unspecified)	-6	-2%	-11%	-1%	-9%	-1	-16%	1%
COc1cc(O)cc2cc3c(c(O)c12)C(=O)CC(C)(O)O3 (stereo unspecified)	-7	11%	?	10%	-10%	0	8%	1%
COc1cccc(C(C(=O)NC(C)(C)C)N(C(=O)CCC(=O)Nc2cc(C)on2)C2CC2)c1OC (stereo unspecified)	-3	-5%	-8%	3%	0%	2	8%	-11%
O=C(CN(c1ccc(Cl)c(C(F)(F)F)c1)S(=O)(=O)c1ccccc1)N1CCc2ccccc2C1	6	.	24%	38%	8%	.	.	.
CC(C)Oc1ccc(C(CC(=O)O)c2ccc(F)cc2)cc1 (stereo unspecified)	-7	17%	13%	9%	22%	-11	-1%	8%
COc1ccc(C2CC(c3ccccc3)=NN2c2ccc(Cl)c(C(=O)O)c2)cc1 (stereo unspecified)	-7	-4%	-1%[0.397 µM]	23%	19%	24	-13%	-78%[inhibitor]
COc1ccc(C(=O)N(C)CC(O)c2ccccc2)cc1OC1CCN(C(C)=O)CC1 (stereo unspecified)	1	4%	0%	-13%	4%	1	7%	0%
CC(O)(c1ccc(F)c(F)c1)c1nc(-c2ccccc2)cs1 (stereo unspecified)	2	18%	?	-8%	?	1	-23%	-24%
Cc1ccc(-c2nnc3ccccc3c2C(=O)Nc2ccc(F)cc2)cc1	-17	.	14%	7%	-9%	.	.	.
Cc1occc1C(=O)N1CCN(S(C)(=O)=O)CC1	-6	1%	-12%	-6%	14%	10	9%	2%

One compound at a time (already shown). Order of values: DRD3 agonist	EPAC2 agonist	TDP-43 yeast inh	FUS suppressor	Abeta yeast res	D3 antag	EPAC2 antagonist	aSyn yeast inh
Record of `CSCCOC(=O)C1=C(C)NC(=O)NC1c1ccc2c(c1)OCO2` (stereo unspecified) : 12	11%	7%	-6%	3%	8	-5%	-1%
Record of `O=C(COC(=O)c1ccccc1Cl)Nc1cccnc1Cl` : -3	9%	13%	-23%	-4%	-6	9%	-6%

(cont.)
SMILES	DRD3 agonist	EPAC2 agonist	TDP-43 yeast inh	FUS suppressor	Abeta yeast res	D3 antag	EPAC2 antagonist	aSyn yeast inh
CC(=O)Nc1cccc(N2CCCC2=O)c1	-12	5%	-6%	32%	9%	15	-1%	9%
O=C(CC1C(=O)N(c2ccccc2)C(=O)N1Cc1ccc(F)cc1)Nc1cccc(F)c1 (stereo unspecified)	-2	.	2%	23%	15%	.	.	.
COC(=O)c1cnc(SCc2ccc(Cl)cc2)n1C	1	1%	-11%[9.22 µM]	-6%	-21%	8	-5%	11%
O=C(Cn1c(=O)nc(-c2ccccc2)c2cc(Cl)ccc21)Nc1ccc(F)c(Cl)c1	5	.	12%	-12%	-8%	.	.	.
Cc1cc(NS(=O)(=O)c2ccc(NC(=O)CSc3nnc(-c4ccco4)n3Cc3ccco3)cc2)nc(C)n1	-1	-6%	13%	.	11%	13	2%	6%
COc1ccc(Cc2c(-c3ccc(F)cc3)nc3ccc(Br)cn23)c(C)c1	8	5%	15%	10%	-2%	7	-2%	-1%
O=C(CNS(=O)(=O)c1ccccc1)NNC(=O)C(Cl)Cl	-8	5%	-14%	-5%	-8%	-10	6%	-4%
CC(=O)N(Cc1cccnc1)c1nc2c(C)cc(C)cc2s1	1	.	20%	21%	0%	.	.	.
CN1CCN(C(=O)CN2C(=O)NC(C)(c3ccc4ccccc4c3)C2=O)CC1 (stereo unspecified)	-11	-2%	13%	.	-6%	29	8%	-3%
O=C1OCC/C1=C\NCCCCCCCCN/C=C1\CCOC1=O	1	1%	?	6%	-1%	20	0%	6%
O=C(Cc1ccc(NC(=O)N2CCSc3ncccc32)cc1)NCCc1ccccc1	2	.	1%	-4%	-14%	.	.	.
CC(=O)Nc1ccc(N(C(=O)c2ccccn2)C(C(=O)NC2CCCCC2)c2ccc(F)cc2)cc1 (stereo unspecified)	2	8%	-10%	10%	2%	12	-4%	6%
CCCn1c(C(O)c2ccc(OC)cc2)nc2ccccc21 (stereo unspecified)	2	-3%	19%	10%	27%	11	1%	3%
CCOC(=O)c1cc(C)n(S(=O)(=O)c2ccc(C)cc2)c1C	-2	20%	-8%	8%	-1%	-5	3%	1%
CC1CC(C)(C)NC(=S)N1CC(=O)NCc1ccc(F)cc1 (stereo unspecified)	3	-8%	6%	-11%	-1%	14	0%	11%
COc1ccc(C2CCCN2C(=O)Nc2ccccc2)cc1OC (stereo unspecified)	5	11%	15%	-4%	1%	12	9%	9%
CC1CC(C)CN(C(=O)COC(=O)c2ccc(N3CCCC3=O)cc2)C1 (stereo unspecified)	1	-2%	25%	5%	0%	-11	7%	1%
Cc1ncoc1C(=O)NCCC(c1ccccc1)c1ccccc1	-1	2%	-2%	9%	-20%	-4	-10%	4%
COc1ccccc1N1CCN(C(=O)Cn2c(=O)oc3cc(S(=O)(=O)N4CCCC4)ccc32)CC1	-2	6%	-4%	28%	-15%	18	3%	-3%
CC(C)(C)OC(=O)NNC(=O)NC12CC3CC(CC(C3)C1)C2	-4	6%	4%	-29%	-14%	-10	-2%	-6%
COC(=O)c1ccccc1NC(=O)c1cccc(NC(=O)CSCc2ccccc2)c1C	10	-4%	-6%	0%	6%	12	-7%	7%
CC(=O)Nc1ccc(-c2ccnc3c2CC(C(=O)Nc2cccc(N(C)C)c2)O3)cc1 (stereo unspecified)	-17	10%	-11%	?	4%	0	1%	-1%
Cc1cccc(C(CC(=O)O)n2cccc2)c1 (stereo unspecified)	0	9%	-5%	-3%	13%	-16	8%	0%
O=C(Nc1cccnc1)C1Cc2c(-c3ccco3)ccnc2O1 (stereo unspecified)	-6	4%	25%	-25%	-6%	-21	8%	9%
COCCN1C(=O)c2ccccc2C1c1nc2ccccc2[nH]1 (stereo unspecified)	6	-1%	2%	-15%	-19%	14	-2%	-11%
O=C(NCCCN1CCOCC1)C(=O)NCc1ccccc1	-1	2%	9%[9.22 µM]	-19%	9%	3	7%	0%
NS(=O)(=O)c1ccc(CCNC(=O)c2ccc(Br)s2)cc1	-14	4%	-14%	31%	3%	-8	-8%	6%
Cc1cc(C)cc(C(=O)OCC(=O)NCC(F)(F)F)c1	7	-16%	11%	.	-2%	9	0%	0%
O=[N+]([O-])c1ccc(CS(=O)(=O)c2ccc(Cl)cc2)cc1	-6	6%	0%	3%	0%	-14	4%	0%
Cc1cc(C)c(NC(=O)C(C)n2c(=O)cc(-c3ccccc3)c3c(C)nn(C)c32)c(C)c1 (stereo unspecified)	-9	.	9%	-11%	-20%	.	.	.

Source: PubChem BioAssay
